# ALOX12 inh = Primary qHTS assay for inhibitors of human arachidonate 12S-lipoxygenase (ALOX12): Round 2; Potency, µM (titrated, usually from 108 µM), for the others: top-dose activity change, negative = inhibition, most hits filed as inhibitors; purified 12hLO, xylenol orange hydroperoxide absorbance; AID 1671190, 2021; actives 1.1% (n = 580,000); note: % is set by controls: 0 for no effect and ±100 for the full control effect
#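 Purified human 12hLO (150 nM final) in 25 mM Hepes, 0.01% Triton X-100, pH 7.0 was preincubated 15 min at room temperature with compound. Then 40 uM arachidonic acid was added, 30 min. Hydroperoxide was read by Fe-XO absorbance ratio 573/405 nm.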
# rTrxR1 inhibitor = qHTS Assay for Inhibitors of Mammalian Selenoprotein Thioredoxin Reductase 1 (TrxR1): qHTS; Thioredoxin reductase 1, cytoplasmic (Rattus norvegicus), O89049; recombinant rTrxR1, NADPH fluorescence consumption, selenite substrate; Potency, µM (series often up to 114 µM), for the others: at the top dose activity change, negative = inhibition, usual class: inhibitors; actives 1% (n = 390,000); AID 588453, 2011; note: % is set by controls: 0 for no effect and ±100 for the full control effect; nearly all actives have a fitted effect of over 65% in size
#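 Rat TrxR1 (90 nM in the dispensed reagent) was pre-reduced with 400 uM NADPH for 5 min at room temperature, then incubated with compound for 15 min. After 400 uM selenite was added, NADPH fluorescence (Ex 340/Em 450 nm) was followed for 8 min.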
# RXFP1 agonist = qHTS Assay for Agonists of the Relaxin Receptor RXFP1 | Potency, µM (top dose mostly 57.5 µM), for the others: top-dose activation, most hits filed as activators | HEK293T-RXFP1 cAMP TR-FRET, 30 min; response scale: percent of porcine relaxin response, buffer zero | AID 2676, 2010 | Relaxin receptor 1 (Homo sapiens), Q9HBX9 | actives 0.3% (n = 370,000); note: % is set by controls: 0 for no effect and ±100 for the full control effect; nearly all actives have a fitted effect of over 60% in size; many of its hits are not listed in these tables
#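 HEK293 cells stably expressing RXFP1, treated 30 min at 37C with compounds plus PDE4 inhibitor Ro 20174; cAMP measured by HTRF TR-FRET. Normalized to buffer and 29 nM porcine relaxin; EC50 by Hill fit.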
# RGS4 inh = Inhibitors of Regulator of G Protein Signaling (RGS) 4: qHTS; Transcreener GDP fluorescence polarization, RGS4-accelerated GTP hydrolysis; Potency, µM (top dose mostly 114 µM), inactives show at the top dose activity change, negative = inhibition, actives largely listed as inhibitors; actives 0.039% (n = 390,000); AID 504845, 2011; Regulator of G-protein signaling 4 (Homo sapiens), P49798; note: % is set by controls: 0 for no effect and ±100 for the full control effect; nearly all actives have a fitted effect of over 75% in size; some results filed as inactive show a strong effect at the top dose
# Target sequence (P49798 whole entry, looked up): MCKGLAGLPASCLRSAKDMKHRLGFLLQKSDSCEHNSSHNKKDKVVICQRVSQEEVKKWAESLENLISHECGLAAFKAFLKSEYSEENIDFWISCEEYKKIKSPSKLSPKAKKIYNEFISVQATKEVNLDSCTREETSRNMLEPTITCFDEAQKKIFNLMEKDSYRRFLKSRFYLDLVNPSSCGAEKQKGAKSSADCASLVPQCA
#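 MLSMR compounds (23 nl, pin-transferred) preincubated 10 min at room temperature with a 500nM (2x) first reagent, then RGS4 at 900nM (2x) plus Transcreener GDP mix added; fluorescence polarization (620/688 nm) read before and after 90 min at 30 °C.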
# Vif-A3F inh = qHTS for Inhibitors of Vif-A3F Interactions: qHTS | HeLa A3F-eYFP + Vif (tagged APOBEC3F with the HIV-1 protein that degrades it), YFP fluorescence increase | Potency, µM (top dose mostly 46.1 µM), without a hit: at the top dose activity, negative = active | actives 0.2% (n = 390,000) | AID 602313, 2012; note: % of control where 0% means no effect; nearly all actives have a fitted effect of over 65% in size
#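 HeLa cells stably expressing A3F-eYFP plus Vif, plated and incubated overnight at 37 deg C, then exposed to compounds overnight at 37 deg C. Blocked degradation read as raised yellow fluorescence (Ex 488/Em 500-530).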
# Vif-A3G inh = qHTS for Inhibitors of Vif-A3G Interactions: qHTS; Potency, µM (top dose mostly 46.1 µM), for the others: top-dose activity, negative = active, most hits filed as inhibitors; actives 0.076% (n = 410,000); HeLa A3G-eYFP + Vif (tagged APOBEC3G with the HIV-1 protein that degrades it), YFP fluorescence, overnight; DNA dC->dU-editing enzyme APOBEC-3G (Homo sapiens), Q9HC16;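 note: % is set by controls: 0 for no effect and ±100 for the full control effect; nearly all actives have a fitted effect of over 60% in size; hits raise eYFP signal because A3G escapes Vif-driven loss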
# Target sequence (Q9HC16 whole entry, looked up): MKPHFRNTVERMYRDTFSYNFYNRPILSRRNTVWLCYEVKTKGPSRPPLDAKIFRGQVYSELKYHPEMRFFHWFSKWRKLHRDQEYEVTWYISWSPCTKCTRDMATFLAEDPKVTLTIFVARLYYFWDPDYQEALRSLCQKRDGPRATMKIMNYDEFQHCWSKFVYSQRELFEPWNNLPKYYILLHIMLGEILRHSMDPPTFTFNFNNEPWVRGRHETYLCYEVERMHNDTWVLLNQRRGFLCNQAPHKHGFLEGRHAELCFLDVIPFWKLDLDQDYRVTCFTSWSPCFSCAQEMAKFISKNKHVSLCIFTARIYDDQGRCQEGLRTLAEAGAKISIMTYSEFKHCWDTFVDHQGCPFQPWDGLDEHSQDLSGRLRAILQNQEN
#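 Read-out is eYFP fluorescence (Ex 488/Em 500-530) from Vif-expressing HeLa A3G-eYFP cells; more signal means A3G escaped Vif-mediated degradation. Cells plated overnight, compound pinned in, incubated overnight at 37 deg C.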
# USP1 inh = Inhibitors of USP1/UAF1: Primary Screen; Ubiquitin carboxyl-terminal hydrolase 1 (Homo sapiens), O94782; recombinant USP1/UAF1, Ub-Rhodamine cleavage fluorescence; Potency, µM (titrated, usually from 57.1 µM), for the others: at the top dose activity change, negative = inhibition, most hits filed as inhibitors; actives 0.23% (n = 390,000); AID 743255, 2014; note: % is set by controls: 0 for no effect and ±100 for the full control effect; nearly all actives have a fitted effect of over 60% in size; inactives centre near -12
#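 1 nM enzyme complex + cpd, 15 min RT; start with Ub-Rho 150nM final; kinetic fluorescence ex 480/em 540, 6 reads q60 s. Buffer 50mM HEPES pH 7.8, 0.5mM EDTA, 0.1 mg/ml BSA, 1mM TCEP, 0.01% Tween-20.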
# mIDH1 inhibitor = qHTS for Inhibitors of mutant isocitrate dehydrogenase 1 (IDH1): qHTS; actives 0.093% (n = 390,000); Potency, µM (highest dose often 76.6 µM), inactives show at the top dose activity change, negative = inhibition, hits mostly inhibitors; Isocitrate dehydrogenase [NADP] cytoplasmic (Homo sapiens), O75874; AID 602179, 2012; IDH1-R132H enzyme, NADPH consumption, diaphorase/resazurin fluorescence; note: % is set by controls: 0 for no effect and ±100 for the full control effect; nearly all actives have a fitted effect of over 65% in size
# Target sequence (O75874 whole entry R132H, stated change not applied): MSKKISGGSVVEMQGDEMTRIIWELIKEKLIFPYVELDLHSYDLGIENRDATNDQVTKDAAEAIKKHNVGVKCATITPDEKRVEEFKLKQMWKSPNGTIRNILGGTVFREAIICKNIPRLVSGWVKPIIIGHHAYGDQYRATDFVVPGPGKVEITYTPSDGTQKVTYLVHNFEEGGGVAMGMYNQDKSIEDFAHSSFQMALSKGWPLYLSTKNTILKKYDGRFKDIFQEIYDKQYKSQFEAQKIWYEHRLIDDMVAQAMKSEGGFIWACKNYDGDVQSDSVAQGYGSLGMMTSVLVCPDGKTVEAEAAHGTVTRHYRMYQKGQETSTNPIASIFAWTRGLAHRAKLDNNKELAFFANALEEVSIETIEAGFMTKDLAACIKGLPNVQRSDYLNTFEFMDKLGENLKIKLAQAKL
#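 IDH1-R132H (0.5 ug/mL dispensed) in pH 7.5 Tris buffer was preincubated 30 min with compound, then given a substrate mix of 0.016 mM NADPH and 2 mM alpha-KG for 80 min at room temperature; remaining NADPH was read by diaphorase/resazurin fluorescence.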
# TrxR1 substrate = qHTS Assay for Substrates of Mammalian Selenoprotein Thioredoxin Reductase 1 (TrxR1): qHTS | actives 0.01% (n = 390,000) | Potency, µM (top dose mostly 114 µM), without a hit: at the highest dose activity change, negative = substrate turnover | purified TrxR1 substrate turnover, NADPH consumption readout | AID 588456, 2011; note: % is set by controls: 0 for no effect and ±100 for the full control effect; nearly all actives have a fitted effect of over 50% in size
#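 Rat TrxR1, dispensed at 90 nM, was prereduced with 400 uM NADPH (final) for 5 min at ~22 deg C, then incubated with compound 15 min before 400 uM selenite. A first-read NADPH fluorescence drop versus no-compound background flagged substrates.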
# * = called active by the depositor; ? = inconclusive; . = not tested or not shown; [ ] = dose if it differs, or a comment. Calls come from the whole dose curve; as a rule, active = well fitted curve in the direction sought with a large enough effect; inconclusive = small, poorly fitted or top-dose-only effect, or another doubt; inactive = no such curve, though single readings can be large; an effect the other way counts as inactive or inconclusive. Potency is the fitted concentration of half-maximal effect. Some of the compounds tested; count on the stated rates, not on these rows.
# Every second line gives: ALOX12 inh | rTrxR1 inhibitor | RXFP1 agonist | RGS4 inh | Vif-A3F inh | Vif-A3G inh | USP1 inh | mIDH1 inhibitor | TrxR1 substrate
[1] COc1cc2[nH]c(=S)n(C3CCN(Cc4ccccc4)CC3)c(=O)c2cc1OC
    -16% | 19%[57.1 µM] | 2.3% | 7% | -6% | -1% | -16% | 3% | 3%[57.1 µM]
[2] COc1cc(C(=O)NCCc2sc(-c3ccc(C)cc3)nc2C)cc(OC)c1OC
    -2% | 13%[57.1 µM] | 4.5% | 7% | 12% | -3% | -17% | -2% | 2%[57.1 µM]
[3] COc1ccc(C(=O)C2CCCN(C(=O)c3cc(C)nc(C)n3)C2)cc1OC (stereo not given)
    0% | 8% | 3.3% | -15% | -18% | 1% | -19% | 0% | 3%
[4] Cc1ccc(-c2nnn(CC(=O)N(Cc3cccs3)C(C(=O)NC(C)(C)C)c3ccc(C)o3)n2)o1 (stereo not given)
    -23% | 3% | 1.3% | 16% | 0% | 1% | -14% | -6% | -3%
[5] Cc1cc(-n2c(C)nc3ccccc3c2=O)ccc1NC(=O)c1ccc(C)c([N+](=O)[O-])c1
    -30% | 17%[57.1 µM] | 0.3% | 18% | 2% | -2% | -3% | 7% | 1%[57.1 µM]
[6] O=C1c2ccc(-c3ccc(F)cc3OCc3ccccc3)cc2S(=O)(=O)c2cccc(C(=O)N3CCN(c4ncc(Br)cn4)CC3)c21
    ? | -28% | . | 3% | 0% | -3% | 0% | -7% | -9%
[7] C[C@@H]1CN([C@@H](C)CO)C(=O)CCCn2cc(nn2)CO[C@H]1CN(C)S(=O)(=O)c1ccc(Oc2ccccc2)nc1
    -5% | . | . | . | 0% | 3% | -26% | -2% | .
[8] CC1=NN(C(C#N)c2ccc(F)cc2)C(c2ccccc2)C1 (stereo not given)
    1% | -12% | 3.0% | -20% | 3% | -1% | 2% | 2% | -4%
[9] Cc1ccc(CNC(=O)CSc2n[nH]c(-c3ccc(F)cc3)n2)cc1
    -3% | 7%[57.1 µM] | -1.5% | 34% | 0% | 0% | -8% | 4% | -2%[57.1 µM]
[10] O=C(CCCN=C1NS(=O)(=O)c2ccccc21)OCc1ccc(F)cc1
    -12% | 1% | -1.8% | 3% | -7% | 2% | 2% | 0% | -8%
[11] O=C(O)c1ccc(-n2c(=O)c3ccccc3c3ccccc3c2=O)cc1
    -17% | 1%[57.1 µM] | -2.0% | -23% | -9% | 2% | -29% | -8% | 7%[57.1 µM]
[12] O=C(COc1ccc(Br)cc1)OCC(=O)c1ccc[nH]1
    8% | . | . | . | -25% | 1% | 4% | 2% | .
[13] COCCn1c(SCc2ccccc2Cl)nc2c1c(=O)[nH]c(=O)n2C
    ? | 2%[57.1 µM] | 4.0% | -23% | 2% | -1% | -3% | -2% | 6%[57.1 µM]
[14] O=C(NCc1ccccn1)C1Nc2ccc(OC(F)(F)F)cc2C2C=CCC12 (stereo not given)
    -4% | 22% | . | -25% | -6% | 1% | -20% | -2% | 7%
[15] CCN(CC)C(=O)c1sc2c(c1C)c(=O)n(-c1ccccc1)c(=O)n2Cc1cc(=O)n2ccccc2n1
    -24% | 13%[57.1 µM] | 19% | 28% | 2% | 2% | -16% | -8% | 6%[57.1 µM]
[16] C[C@H]1CN([C@@H](C)CO)C(=O)CCCn2cc(nn2)CO[C@@H]1CN(C)C(=O)c1ccncc1
    ? | . | . | . | -8% | 2% | -19% | 16% | .
[17] Fc1ccc(NC(=S)N/N=C/c2cccc(Br)c2)c(F)c1
    -20% | 19% | 0.7% | -11% | 10% | 0% | -26% | -1% | 1%
[18] COCCNC(=O)c1ccccc1NC(=O)c1ccc(OC)c(OC)c1
    -12% | -8% | -0.4% | -26% | -9% | -1% | 3% | 10% | -5%
[19] Cc1ccc(Oc2ncccc2NC(=O)CCCC(=O)O)c2c1CCC2
    75%[activator] | 21%[11.4 µM] | 0.9% | -7% | 9% | -3% | -2% | 1% | 6%[11.4 µM]
[20] CC1(C)CC(=O)c2cnc(NC(=O)CSC(=S)N3CCCCC3)nc2C1
    ? | 14%[57.1 µM] | -9.8% | -12% | 1% | -3% | -11% | -4% | 8%[57.1 µM]
[21] c1ccc2c(-n3cnnn3)cccc2c1
    -20% | 21%[57.1 µM] | 3.0% | 13% | 1% | 1% | -13% | 9% | 21%[57.1 µM]
[22] O=C(NC(=S)N1CCN(c2ccc(F)cc2)CC1)c1cccs1
    0% | -19% | -2.6% | -49% | ? | 5% | -16% | 0% | -5%
[23] CCCCCOC(=O)C1=C(C)NC(=O)NC1c1ccc([N+](=O)[O-])cc1 (stereo not given)
    0% | -5%[57.1 µM] | -3.1% | 20% | 1% | -1% | -10% | -1% | -5%
[24] O=C1OC(c2ccc(O)cc2)(c2ccccc2O)c2ccccc21 (stereo not given)
    ? | -3% | . | -9% | -1% | -14% | 3% | 4% | -16%
[25] COC(=O)c1c(-c2cc(OC)cc(OC)c2)sc2ccc(OC)cc12
    -14% | 0% | . | 11% | 4% | 1% | -15% | -3% | -2%
[26] Cc1nc(NC(=O)c2c(-c3ccccc3)noc2C)sc1C(=O)N(C)C
    39%[activator] | 9% | -2.8% | -10% | 1% | 1% | -21% | -9% | -2%
[27] Cc1cccc2cc3c(nc12)SC(=NCC1CCCO1)N(Cc1ccco1)C3 (stereo not given)
    . | 3.5µM* | 3.4% | ? | 0% | -20% | -13% | -4% | 100%[activator]
[28] CCOc1ccc(N2C(=O)CC(N3CC(C)OC(C)C3)C2=O)cc1 (stereo not given)
    0% | 16%[57.1 µM] | -0.5% | 40% | 5% | 2% | -6% | 5% | 11%[57.1 µM]
[29] CCc1ccc(CNC(=O)c2ccc(OC3CCN(C(C)=O)CC3)c(OC)c2)nc1
    ? | -9% | -2.8% | -4% | 8% | 1% | -10% | 2% | -6%
[30] CCC(=O)Nc1c(C)ccc2nsnc12
    -13% | -2% | 1.3% | -9% | . | -3% | -13% | 15% | 1%
[31] Cc1ccc(C(=O)NCc2ccc(F)cc2)cc1NC1=NC2CS(=O)(=O)CC2S1 (stereo not given)
    -20% | 0% | -0.1% | -2% | 6% | 0% | -14% | -3% | 1%
[32] O=C1CCCC(O)=C1C=Nc1cccc(C(F)(F)F)c1
    22% | -1%[57.1 µM] | -1.0% | 1% | -3% | -1% | -9% | 2% | 0%[57.1 µM]
[33] C=CCSc1nnc(NC(=O)c2nc(SCC)ncc2Cl)s1
    20% | 11% | 0.2% | -12% | -7% | 2% | -16% | 3% | 2%
[34] Cc1cccc(-c2nnc(SCc3cc(=O)c4cccc(Cl)c4[nH]3)n2C)c1
    ? | 4%[57.1 µM] | 18% | -6% | -5% | -1% | -8% | -7% | -4%[57.1 µM]
[35] Cc1ccc(Cn2cccc(NS(C)(=O)=O)c2=O)cc1
    7.1µM* | 4%[57.1 µM] | -0.6% | -53% | 1% | 1% | -20% | 7% | -3%
[36] Cc1cc(-c2cc(N)n(-c3ccccc3)n2)c(C)n1C1CCCC1
    4% | -2% | -0.5% | -19% | -6% | -1% | -11% | -1% | -7%

# Assay outcomes deposited in PubChem BioAssay by National Center for Advancing Translational Sciences (NCATS).
